# Screening results from PubChem.
# IDE cell inh: cellular human IDE inhibition | P14735 | HEK cells, FAbetaB cleavage, fluorescence polarization | inhibition, % at 5.59 µM | 0.41% of 320,000 active | AID 434962;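 active = percent inhibition above the average of all tested compounds plus 3 SD, set per screening campaign, cut at about 16% in these data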;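 note: IDE supplied by intact live HEK cells; FP after avidin binding of uncleaved biotin substrate so inhibition keeps polarization high; 0% = DMSO wells and 100% = 60 µM reference IDE inhibitor Ii1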
# M4 antag: CHRM4 antagonism in calcium assay | 0.73% of 360,000 active | inhibition, % at 3 µM | P08173 | CHO-hM4 cells, ACh EC80, Fluo-8 calcium fluorescence;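 active = inhibition above its plate's cutoff, the mean inhibition of sample wells plus 3 SD, cut at about 27% in these data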;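 note: 0% = acetylcholine EC80 with DMSO and 100% = DMSO without agonist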
# Target sequence (P08173 whole entry, looked up): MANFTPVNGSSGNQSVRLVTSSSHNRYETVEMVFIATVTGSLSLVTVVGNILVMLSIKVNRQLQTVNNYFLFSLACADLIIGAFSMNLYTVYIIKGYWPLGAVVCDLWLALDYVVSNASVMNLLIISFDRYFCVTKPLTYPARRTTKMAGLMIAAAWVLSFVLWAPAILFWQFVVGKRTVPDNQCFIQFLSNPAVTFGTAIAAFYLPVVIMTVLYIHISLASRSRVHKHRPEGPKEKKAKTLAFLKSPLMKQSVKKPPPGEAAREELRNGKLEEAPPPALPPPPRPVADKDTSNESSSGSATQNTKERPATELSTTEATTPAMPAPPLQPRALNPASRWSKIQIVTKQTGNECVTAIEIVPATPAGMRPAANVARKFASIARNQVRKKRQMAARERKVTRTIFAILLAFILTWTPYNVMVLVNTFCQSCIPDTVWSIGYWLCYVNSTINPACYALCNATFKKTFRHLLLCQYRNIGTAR
# CHRM5 antagonist: blocks acetylcholine activation of human M5 receptor; P08912; CHO-hM5 cells, Fluo-8 calcium fluorescence, ACh EC80; inhibition, % at 3 µM; 0.59% of 360,000 active; AID 624040;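 active = inhibition above a per-plate cutoff, the mean of that plate's test compounds plus 3 SD, cut at about 27% in these data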;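 note: 0% = acetylcholine EC80 with DMSO and 100% = DMSO without agonist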
# Target sequence (P08912 whole entry, looked up): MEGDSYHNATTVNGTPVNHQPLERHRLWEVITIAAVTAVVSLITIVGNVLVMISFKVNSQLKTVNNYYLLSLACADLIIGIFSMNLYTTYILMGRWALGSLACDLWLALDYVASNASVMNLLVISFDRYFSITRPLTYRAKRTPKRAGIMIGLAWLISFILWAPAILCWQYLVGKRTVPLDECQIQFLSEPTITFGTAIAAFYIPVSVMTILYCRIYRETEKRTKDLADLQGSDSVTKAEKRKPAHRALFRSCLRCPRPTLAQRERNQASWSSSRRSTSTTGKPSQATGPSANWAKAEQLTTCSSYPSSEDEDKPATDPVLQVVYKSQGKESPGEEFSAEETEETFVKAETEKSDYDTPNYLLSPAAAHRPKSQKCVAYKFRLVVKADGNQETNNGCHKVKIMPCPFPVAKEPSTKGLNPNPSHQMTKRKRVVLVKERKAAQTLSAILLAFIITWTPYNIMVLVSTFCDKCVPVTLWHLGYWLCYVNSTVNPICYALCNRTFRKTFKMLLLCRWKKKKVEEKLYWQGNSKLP
# CHRM5 agonist: agonists of human muscarinic M5 receptor (CHRM5). P08912. CHO-K1 hM5 cells, Fluo-8 calcium fluorescence; 0% DMSO wells, 100% maximal acetylcholine response. activation, % at 3 µM. 0.19% of 360,000 active;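 active = activation above the run's mean over test compounds plus 3 SD, cut at about 23% in these data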;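 note: signal is peak over basal fluorescence ratio across the kinetic read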
# CRFR2-BP antag: CRF-BP/CRF-R2 complex antagonism | 0.59% of 350,000 active | HEK293 CRF-R2/CRF-BP, CRF-induced calcium fluorescence | AID 588475 | inhibition, % at 11.8 µM;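 active = inhibition of the ligand-induced calcium signal above about 50% at the single tested concentration, limit read from the data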
# M4 PAM: positive allosteric modulators of human muscarinic M4 receptor. activation, % at 3 µM. CHO-K1 hM4/Gqi5, Fluo-8 calcium fluorescence, ACh EC20; 0% = ACh EC20, 100% = maximal ACh. 0.4% of 360,000 active. AID 624126;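 active = activation above its plate's cutoff, the mean activation of sample wells plus 3 SD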; note: some results filed as inactive read as strong as hits
# CRFR2-BP ag: CRF-BP/CRF-R2 complex agonism; HEK293 CRF-R2/CRF-BP, calcium dye fluorescence (FLIPR); percent of saturating CRF peptide response; activation, % at 13.2 µM; 0.46% of 350,000 active; AID 588473;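 active = activation of at least 50%, plus an integration ratio under a set limit after plate pattern correction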;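 note: plate controls were neutral control wells without compound for no effect and CRF at EC100 for full effect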
# CHRM5 PAM: potentiates acetylcholine response at human M5 receptor; P08912; CHO-K1 hM5, Fluo-8 calcium, ACh EC20 PAM; 0% = ACh EC20, 100% = ACh EC100; activation, % at 3 µM; 0.3% of 360,000 active; AID 624038;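 active = activation above the run cutoff, the mean activation of all test compounds plus 3 SD, cut at about 18% in these data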
#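 Probe or stimulus: acetylcholine, EC20 level; Assay system: human M5 receptor in CHO-K1 cells; Schedule: compound preincubation 140 s before EC20 acetylcholine addition; Technique: intracellular calcium via Fluo-8 fluorescence; Dosing: single-point, 3 µM nominal; Read-out basis: percent activation from peak-over-basal fluorescence ratio, scaled EC20-to-EC100 acetylcholine; Repeats: one well per compound, no replicates.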
# M4 ag: CHRM4 agonism in calcium assay; CHO-K1 hM4/Gqi5, Fluo-8 calcium fluorescence; vehicle 0%, full acetylcholine response 100%; 0.14% of 360,000 active; activation, % at 3 µM; P08173;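 active = activation above the run mean over all test wells plus 3 SD, cut at about 32% in these data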;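 note: peak over basal fluorescence ratio per well then scaled between controls; 0% = DMSO wells and 100% = acetylcholine at EC100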
# * = called active by the depositor; x = not tested or not shown. Hits appear at their usual frequency. Share with any hit: about 2.9%.
# Preview:
SMILES,IDE cell inh,M4 antag,CHRM5 antagonist,CHRM5 agonist,CRFR2-BP antag,M4 PAM,CRFR2-BP ag,CHRM5 PAM,M4 ag
COCc1cc(C)nc2sc3c(=O)oc(C)nc3c12,4,-7,-1,0,-31,11,1.2,4,1
CCN1CCN(C(=S)c2ccc([N+](=O)[O-])cc2)CC1,7,12,9,-3,5,-7,2.3,-5,0
CC1(C(=O)NCc2cccnc2)Cc2c(-c3cccc(C(F)(F)F)c3)ccnc2O1 (stereo unspecified),x,1,5,-2,x,6,x,-2,0

# Main list, from the first entry:
SMILES,IDE cell inh,M4 antag,CHRM5 antagonist,CHRM5 agonist,CRFR2-BP antag,M4 PAM,CRFR2-BP ag,CHRM5 PAM,M4 ag
COCc1cc(C)nc2sc3c(=O)oc(C)nc3c12,4,-7,-1,0,-31,11,1.2,4,1
CCN1CCN(C(=S)c2ccc([N+](=O)[O-])cc2)CC1,7,12,9,-3,5,-7,2.3,-5,0
CC1(C(=O)NCc2cccnc2)Cc2c(-c3cccc(C(F)(F)F)c3)ccnc2O1 (stereo unspecified),x,1,5,-2,x,6,x,-2,0
CCCC(=O)Nc1ccc2c(c1)nc(CN1CCN(C(=O)OCC)CC1)n2C,1,-4,16,-4,-6,-1,-0.1,-3,0
N#CC1=C(N2CCOCC2)/C(=C\c2ccccc2)CC1,2,-10,2,-2,1,7,0.9,7,3
CCN1C[C@@H]2[C@@H]3C(=O)N(C)C(=O)[C@@H]3[C@](C)(C1=O)N2C(=O)c1ccc(C)cc1,x,-15,8,2,1,12,-1.4,9,1
CC1CCN(S(=O)(=O)c2ccc(NC(=O)C3CCN(C(=O)c4ccco4)CC3)cc2)CC1,6,-20,8,-3,4,-2,4.2,-6,5
NC(=S)Nc1ccc2c(c1)OCO2,-4,2,8,2,4,2,1.5,-2,1
COc1ccccc1NC(=S)NCc1ccccn1,-3,-5,-16,-3,10,-1,-2.0,4,1
Cc1ccc(S(=O)(=O)c2nc(S(=O)(=O)CCO)sc2N2CCOCC2)cc1,-7,5,22,-5,4,0,1.3,-7,0
Cc1ccc(NC(=O)C2C3CCC(O3)C2C(=O)O)cc1C (stereo unspecified),3,-4,5,2,-2,2,-1.7,-2,0
COc1ccc(OC)c(C2CC(=O)C3=C(C2)NC(=O)CC3c2ccc(O)c(OC)c2)c1 (stereo unspecified),1,0,-3,-4,0,4,-0.7,2,2
C[C@H]1COC(=O)[C@@H](Cc2ccc(F)cc2)C/C=C\C[C@@H](CC(=O)N[C@@H](CO)Cc2ccccc2)C(=O)N1,5,-1,9,2,2,4,-0.6,-5,2
COc1ccc(S(=O)(=O)NC(N)=NCCc2ccccc2OC)cc1,6,-2,5,-2,-6,0,1.3,-5,0
N#C/C(=C\c1ccc(Sc2ccc(Cl)cc2)o1)c1nc2ccccc2[nH]1,9,12,29*,3,-30,-8,3.7,-16,12
Cc1ccc(-n2c(C)cc(/C=N/NC(=O)c3ccncc3)c2C)cc1,-3,3,2,2,19,-2,0.1,0,-1
CCOC(=O)c1sc2ncn(C(CC)C(=O)OC)c(=O)c2c1C (stereo unspecified),7,-9,-2,1,6,0,-0.6,-3,2
CCOC(=O)c1cnn(-c2cc(C)nc3c(-c4ccccc4)cnn23)c1N,1,-10,-6,-1,8,21,-0.5,0,0
Cc1ccc(NC(=O)/C(=C/c2cccc([N+](=O)[O-])c2)NC(=O)C2CCCCC2)cc1,4,-11,0,0,-20,11,-1.7,0,2
C=CCNc1nc(N)c([N+](=O)[O-])c(NCCO)n1,-4,15,12,11,-18,-22,0.2,-20,23
COc1ccc(S(=O)(=O)N2CCOC2CNC(=O)C(=O)NCCc2ccccc2)cc1C (stereo unspecified),-1,-16,-2,4,140*,2,-0.8,1,14
S=C(c1ccc(N2CCCC2)cc1)N1CCCCC1,3,17,-1,-13,-6,-12,-0.6,-4,1
O=C(NN(CC(O)COc1ccccc1)CC(O)COc1ccccc1)c1ccccc1 (stereo unspecified),0,2,-3,0,-5,-9,-1.2,1,4
COc1cccc(CNc2nc3ccccc3n2C(C)C)c1O,x,-9,-1,1,7,4,-0.5,0,2
O=C(CN1CCOCC1)NNc1c2ccccc2nc2ccccc12,-8,4,0,0,-1,-4,-4.5,-2,2
COc1cccc(/C=N/n2c(C3CCCCC3)n[nH]c2=S)c1OC,2,1,5,-3,-1,1,-0.6,-1,2
CCSC1OC(C(COC(C)=O)OC(C)=O)C(OC(C)=O)C1NC(C)=S (stereo unspecified),x,1,8,1,-8,-1,-1.4,4,1
CCCOP(=O)(c1ccc(N(C)C)cc1)C(Nc1ccccc1)c1ccc(C)cc1 (stereo unspecified),2,1,1,0,-2,-5,0.6,9,-1
COC(=O)c1sc(NC(=O)C(C)C)c(C(=O)OC)c1C,8,5,5,-5,6,-4,-0.7,-7,0
Cc1ccccc1NC(=O)Cn1nc(-c2ccc(Cl)s2)ccc1=O,1,-1,14,-4,-7,-7,1.0,-2,1
O=C(Cc1cccs1)Nc1cccc(-c2nc3ccccc3[nH]2)c1,0,14,2,0,-8,-7,0.9,-7,6
Cc1cc(NC(=O)COC(=O)[C@@H](NS(=O)(=O)c2ccc(Br)cc2)C(C)C)no1,-6,-5,13,1,-10,-13,-3.1,-6,4
O=C(CCCC(=O)N(CC(=O)NC1CCCC1)Cc1ccc(F)cc1)Nc1ccccn1,12,-10,-4,-1,9,6,-1.7,0,1
COc1ccc(NC(=O)N(C)C[C@H]2Oc3ccc(NC(=O)NC(C)C)cc3C(=O)N([C@H](C)CO)C[C@@H]2C)cc1,1,7,5,0,4,0,-2.4,4,-1
C/C(=N\N)c1c(-c2ccccc2)c2cc(Br)ccc2[nH]c1=O,5,-4,9,-2,-59,5,6.4,-4,0
COC(=O)CCc1cccc(CCC(=O)OC)c1,-4,1,0,4,12,3,-0.7,-1,0
CCC(SCC(=O)OC)C(=O)Nc1nnc(C(C)C)s1 (stereo unspecified),-1,-25,-7,0,-15,1,-1.3,0,0
COC(=O)CN(c1cccc(C)c1)S(=O)(=O)c1ccccc1,-5,-6,7,-3,8,7,-1.6,-2,-1
CCCCCOC(=O)C1=C(C)N(C)C(=O)NC1c1cc(Br)c(O)c(OC)c1 (stereo unspecified),8,-3,-2,-4,5,-2,-2.2,-2,1
Cc1ccc(C(C[N+](=O)[O-])c2c(-c3ccccc3O)[nH][nH]c2=O)cc1 (stereo unspecified),1,1,5,-5,-23,0,1.6,1,1
c1cc(-c2cc3cc4c(cc3cn2)OCO4)cs1,1,-4,13,-2,5,7,-2.5,2,3
CCc1nc2ccc(C(=O)Nc3ccc(NC(C)=O)cc3)cn2c1N(CCC(C)C)CCN(C)C,x,2,-5,0,x,-2,x,4,0
CC(C)(C)c1ccc(-c2nc(C#N)c(NCc3cccnc3)o2)cc1,-1,11,-12,-3,7,0,-0.4,5,1
CCOc1ccc(C(=O)NCC(c2ccco2)N2CCOCC2)cc1 (stereo unspecified),3,1,3,-2,-13,-3,0.1,-5,0
COc1ccc(CSc2nc(C)cc(=O)[nH]2)cc1,9,10,4,0,-3,-7,3.4,-2,0
OC(COc1ccc2cc(Br)ccc2c1)CN1CCN(c2ccccn2)CC1 (stereo unspecified),5,9,16,-1,2,-10,1.2,-14,11
Cc1ccc(-n2[nH]c(C)c(C=Nc3ccc(C)cn3)c2=O)cc1,5,-6,2,-1,-4,5,-0.7,2,0
O=[N+]([O-])c1ccc2c(c1)-c1ccccc1C2O (stereo unspecified),x,-6,16,3,1,2,-1.9,3,2
O=C(Nc1nnc(-c2ccncc2)o1)c1cccc(N2C(=O)CCC2=O)c1,-1,-9,-4,1,10,8,0.7,4,0
NS(=O)(=O)c1ccc(NC(=S)N2CCN(Cc3ccc4c(c3)OCO4)CC2)cc1,-7,2,6,1,-2,9,0.1,4,1
COc1ccc(N(CC(=O)NCc2ccccc2OC)S(=O)(=O)c2ccc(C)cc2)cc1Cl,-4,4,3,-3,-25,-7,5.0,-3,5
O=C(COc1ccccc1)NCC(=O)N/N=C/c1ccc(O)cc1O,-6,1,9,-2,-9,6,0.6,0,0
COc1ccc2cc(C3CC(c4ccco4)=NN3S(=O)(=O)c3ccccc3)c(Cl)nc2c1 (stereo unspecified),6,15,7,-2,0,-24,1.6,-3,0
O=C(COC(=O)C1CC2C=CC1C2)Nc1ccccc1 (stereo unspecified),6,-1,0,-2,15,4,0.1,3,1
CC(c1cccs1)N(Cc1ccco1)C(=S)Nc1ccccc1Cl (stereo unspecified),-2,-1,5,0,11,10,-1.4,-1,1
O=C(O)C1C2CCCCC2=C2CCCCC2C1C(=O)O (stereo unspecified),0,-2,-1,-2,2,-3,-1.0,-1,0
CC(C)(C)c1ccc(C(=O)Nc2ccc(CC(=O)O)cc2)o1,1,2,0,1,12,3,-1.6,-3,0
CCCCOc1cccc(C2/C(=C(\O)c3ccc4c(c3)OCCO4)C(=O)C(=O)N2CCN2CCOCC2)c1 (stereo unspecified),1,-6,-2,-2,-4,-5,-0.8,-5,3
CC(C)NC(=O)Nc1cccc2c1O[C@H](CN(C)C(=O)Nc1ccc(C(F)(F)F)cc1)[C@@H](C)CN([C@H](C)CO)C2=O,0,-13,-10,1,-7,0,-2.5,2,0
COc1ccc(OC)c(CNC(=O)Cn2nc(C)c3c(C)n(-c4ccc(C)cc4)nc3c2=O)c1,4,-1,-1,-6,10,1,-1.2,5,1

# The list goes on:
SMILES,IDE cell inh,M4 antag,CHRM5 antagonist,CHRM5 agonist,CRFR2-BP antag,M4 PAM,CRFR2-BP ag,CHRM5 PAM,M4 ag
CC(C)[C@H](NC(=O)OCc1ccccc1)C(=O)OCc1cc(=O)oc2cc(O)ccc12,5,4,2,9,-19,-13,0.1,-15,20
Cc1ccccc1N(CC(=O)Nc1ccc(S(=O)(=O)N2CCOCC2)cc1)S(C)(=O)=O,0,-12,-11,-4,-28,6,0.5,-1,3
CSC1=C(C#N)C(c2ccccc2)C(C(C)=O)=C(C)N1 (stereo unspecified),-1,2,6,0,-21,-2,-1.1,-3,0
CCc1ccc(NS(=O)(=O)c2c(C)noc2C)cc1,-8,18,2,-11,-3,-11,0.3,-10,0
CN(C(=O)c1cccc(NC(=O)Cc2ccc(NC(=O)C3CCN(C(=O)C4CCCC4)CC3)cc2)c1)C1CCCCC1,x,-22,-5,-1,-3,-1,5.3,-2,2
O=C(NCCc1ccc(Cl)cc1)Nc1ccc(Cl)cc1,0,-5,20,2,-2,-9,1.3,-25,16
Fc1ccccc1COc1ccccc1CNCc1ccncc1,-2,-5,6,0,6,3,-0.2,-6,4
CC(C)CC(=O)Nc1ccc(C(=O)Nc2cccc(O)c2)cc1,-5,-5,7,3,3,3,-0.3,0,1
CC(=O)N/C(=C/c1ccccc1)C(=O)N1CCCCC1,9,-16,-5,-1,2,10,-1.1,2,0
CCN(CC)CCCNC(=S)Nc1ccc(Br)cc1,1,5,9,-8,7,-4,-3.2,1,2
O=c1c2c3c(sc2nc2n1CCCCC2)CCC3,5,6,-1,-6,-25,2,-0.8,-2,1
O=C(CSc1ncccc1C(=O)O)NCc1ccc(F)cc1,-2,8,1,-1,-15,-3,3.9,3,1
